Assay outcomes as filed in PubChem BioAssay.
sPLA2-III inh: Blocks human group III sPLA2 activity. Q9NZ20. QFRET BODIPY PC-A2 liposome hydrolysis, fluorescence. inhibition, % at 12.2 µM. 370,000 compounds, 0.56% hits. AID 743126;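 active = inhibition above mean plus 3 SD of compounds lying within the high and low control bounds, cut at about 19% in these data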;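 note: 0% = median of test compound wells and 100% = no enzyme DMSO wells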
ASAP1 inh: ASAP1 ArfGAP inhibition; ASAP1-stimulated ARF1 GTP hydrolysis, GDP FP detection; inhibition, % at 16.5 µM; 360,000 compounds, 0.19% hits; AID 624377; Q9ULH1; in the data active = inhibition above about 25%;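 note: 0% = vehicle with enzyme and substrate and 100% = no enzyme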
ADAM10 inh: ADAM10 inhibition, QFRET primary screen | recombinant ADAM10, EDANS/DABCYL FRET peptide cleavage, 3 h | AID 720582 | O14672 | 370,000 compounds, 0.62% hits | inhibition, % at 7 µM;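 active = inhibition above a per-campaign cutoff equal to the mean of compounds falling between control-based bounds plus 3 SD, cut at about 20% in these data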;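 note: 0% = DMSO wells while the 100% control is not disclosed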
Target sequence (O14672 214-748 limits assumed): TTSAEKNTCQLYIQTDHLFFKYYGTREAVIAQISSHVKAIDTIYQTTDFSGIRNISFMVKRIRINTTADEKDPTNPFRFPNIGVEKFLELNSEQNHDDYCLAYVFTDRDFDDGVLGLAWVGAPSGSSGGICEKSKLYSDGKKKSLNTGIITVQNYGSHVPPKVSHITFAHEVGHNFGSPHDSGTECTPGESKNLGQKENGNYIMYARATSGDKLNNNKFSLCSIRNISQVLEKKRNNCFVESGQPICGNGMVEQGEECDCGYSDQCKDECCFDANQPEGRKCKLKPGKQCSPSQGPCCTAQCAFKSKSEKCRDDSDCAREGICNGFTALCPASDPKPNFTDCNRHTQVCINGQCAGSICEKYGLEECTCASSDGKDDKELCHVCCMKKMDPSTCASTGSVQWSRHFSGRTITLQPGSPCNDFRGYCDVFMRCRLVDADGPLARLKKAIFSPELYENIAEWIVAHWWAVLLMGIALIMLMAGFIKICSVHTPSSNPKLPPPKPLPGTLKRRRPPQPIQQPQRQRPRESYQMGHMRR
ARFGAP1 inh: inhibits rat ARF GTPase activating protein 1; Q62848; Arfgap1-stimulated ARF1 GTP hydrolysis, GDP FP detection; inhibition, % at 16.5 µM; 360,000 compounds, 0.26% hits;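 active = inhibition above a per-plate limit, mean inhibition of low control wells plus 3 SD, cut at about 25% in these data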;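 note: 0% = DMSO wells with enzyme and 100% = wells lacking Arfgap1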
Target sequence (Q62848 1-136 limits assumed): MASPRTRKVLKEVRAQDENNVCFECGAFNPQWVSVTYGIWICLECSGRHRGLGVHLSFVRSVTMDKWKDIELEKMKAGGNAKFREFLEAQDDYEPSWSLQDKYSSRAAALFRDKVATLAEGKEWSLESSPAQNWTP
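System: truncated rat Arfgap1 GAP domain / Benchmarks: high control wells lacking Arfgap1, low control full reaction with DMSO / Times: compound-enzyme preincubation 20 min, reaction 120 min, detection 60 min, 25 °C / Repeats: one replicate per compound / Also added: human ARF1(Δ1-17)-GTP substrate / Measured by: Tracer-displacement fluorescence polarization with EDTA stop, 620/688 nm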
proKLK7 act: proKLK7 (human) activation, primary screen; AID 652039; 370,000 compounds, 0.9% hits; P49862; purified proKLK7, EDANS-DABCYL substrate fluorescence; 100% is mature enzyme control, 0% vehicle; activation, % at 7 µM;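 active = activation above the mean of all tested compounds plus 3 SD, computed per campaign excluding outliers beyond control limits, cut at about 13% in these data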
Target sequence (P49862 whole entry, looked up): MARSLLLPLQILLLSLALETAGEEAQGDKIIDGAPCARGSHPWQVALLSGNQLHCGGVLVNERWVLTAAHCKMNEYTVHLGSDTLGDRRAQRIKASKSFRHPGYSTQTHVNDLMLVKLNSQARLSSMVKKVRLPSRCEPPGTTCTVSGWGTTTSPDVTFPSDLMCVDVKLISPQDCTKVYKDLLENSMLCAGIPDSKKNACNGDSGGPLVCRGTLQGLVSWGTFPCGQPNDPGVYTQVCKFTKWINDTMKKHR
rCAG binder: r(CAG) repeat RNA binding; inhibition, % at 3 µM; TO-PRO-1 dye displacement fluorescence; 370,000 compounds, 1.3% hits; AID 651821;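 active = inhibition above the plate cutoff, the mean of all test compounds on that plate plus 3 SD, cut at about 35% in these data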;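 note: 0% = DMSO alone and 100% = 100 µM mitoxantrone as full dye displacement; higher means more dye released from RNA so lower well fluorescence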
NPR2 activator: GC-B (human) receptor activation; activation, % at 10 µM; 370,000 compounds, 0.11% hits; HEK293-GC-B cells, CNP EC30, cGMP TR-FRET; 0% at EC30 CNP, 100% saturating CNP; AID 1920062;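 active = activation at 10 µM reaching about 35% in either raw or pattern-adjusted values, limit read from the data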
NPR1 activator: GC-A (human) enzyme activation; HEK293 GC-A cells, cGMP TR-FRET, EC30 ANP; 0% at EC30 ANP, 100% saturating ANP; 370,000 compounds, 0.14% hits; activation, % at 10 µM; in the data active = activation above about 40%
DDE Tn6 FP inh: disrupts Tn6 cyclic peptide binding to fibrin D-Dimer-E complex. P02675. 370,000 compounds, 0.21% hits. Fibrin DD(E) TRITC-Tn6 fluorescence polarization displacement. AID 720509. inhibition, % at 8.3 µM;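 active = inhibition above a per-campaign cutoff: mean of compounds within control limits plus 3 SD, cut at about 15% in these data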;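 note: 0% = median of all compound wells on the plate and 100% = blocking peptide control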
GAA850 FXN act: activators of GAA850 frataxin (FXN) promoter; 360,000 compounds, 0.56% hits; activation, % at 6 µM; HEK293 lucGAA850 FXN promoter luciferase reporter, 24 h; percent of 10 µM SAHA response; AID 540364;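 active = activation above the average of all compounds screened plus 3 SD, cutoff fixed separately per campaign, cut at about 7.5% in these data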;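 note: 0% = DMSO wells and 100% = 10 µM SAHA wells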
* hit, by the source's call; i = inactive; nt = not tested or not shown.

SMILES	sPLA2-III inh	ASAP1 inh	ADAM10 inh	ARFGAP1 inh	proKLK7 act	rCAG binder	NPR2 activator	NPR1 activator	DDE Tn6 FP inh	GAA850 FXN act
CC(C)NS(=O)(=O)c1ccc2c3c(cccc13)CC2	-2	0	-72	-2	-0.3	5	-1	2	3	-1.1
CC12CC3CC(C)(C1)CC(C(=O)NCc1ccco1)(C3)C2	-13	-18	2	-11	-0.9	-3	-1	2	0	3.2
Fc1ccccc1CN1CCCC(NC2CCC2)C1 (stereo not drawn)	3	3	8	0	-0.3	-3	3	6	3	0.1
Cc1ccc(-c2csc(N3CCC(NS(=O)(=O)c4ccc5c(c4)OCCO5)CC3)n2)cc1	-1	15	24*	8	-0.9	14	-4	1	-3	-0.3
O=C1CC(N2CCC(O)(c3ccc(Cl)cc3)CC2)C(=O)N1Cc1ccc(N2CCCC2=O)cc1 (stereo not drawn)	-7	-7	2	-8	1.1	-7	1	1	4	-0.3
CCOc1cc(S(=O)(=O)N(CC)CC)ccc1Cl	-1	5	1	8	0.3	-5	2	4	-4	0.6
COc1ccccc1CNC(=O)CN1C(=O)NC(C)(c2ccc(C)cc2)C1=O (stereo not drawn)	2	0	7	4	0.0	0	1	1	-1	-0.1
O=C1CC(NNc2ccccc2)C(=O)N1c1cccc(Cl)c1 (stereo not drawn)	-23	-4	-6	3	-0.4	17	-4	-6	9	0.1
CC1=C(C(=O)OCc2ccccc2)C(c2cccnc2)n2nnnc2N1 (stereo not drawn)	1	-2	-4	-4	0.1	-6	-4	-1	1	0.9
CCOC(=O)N1CCC(N2Cc3cccc(C(=O)N4CCN(c5cccc(Cl)c5)CC4)c3C2=O)CC1	-2	-2	-6	13	-0.2	-4	3	4	-3	1.4
CC(C(=O)Nc1ccccc1)N(C)Cc1cccs1 (stereo not drawn)	-1	3	-6	-10	0.0	1	5	4	6	-0.9
CCN(CC)S(=O)(=O)c1cc(C(=O)N=c2sccn2C)ccc1OC	3	2	-7	21	0.5	-3	9	-1	1	0.1
Cc1ccc(-n2c(N)c(C(N)=O)sc2=S)cc1	14	9	5	15	0.5	-4	3	7	-1	3.8
O=C(N/N=C/c1cccs1)C1CC(=O)N(c2ccccc2)C1 (stereo not drawn)	6	0	2	-8	-0.6	0	5	-1	-7	0.7
CC(C)C(=O)Nc1nnn(C)n1	1	-5	-3	4	-0.3	-1	-2	4	5	1.1
O=C(NCc1cccs1)C1CC(=O)N(C2CCCC2)C1 (stereo not drawn)	8	1	6	-3	0.0	1	-1	-1	0	-2.0
CCCCn1c(N)c(N(CC(C)C)C(=O)c2c(CC)noc2C)c(=O)[nH]c1=O	4	3	-2	-4	0.3	0	-4	1	-8	1.3
COC(=O)CNC(=O)C1CC(=O)N(CCc2ccc(F)cc2)C1 (stereo not drawn)	7	10	-8	-4	-0.2	-3	1	3	-1	3.5
O=C(CC(O)(c1ccccc1)C(F)(F)C(F)F)c1cccs1 (stereo not drawn)	-5	3	4	-7	-1.1	0	-2	-3	-14	-0.8
COc1cc(NC(=O)c2cccc([N+](=O)[O-])c2)ccc1NC(=O)c1cc2ccccc2o1	6	3	-2	15	0.2	-2	-7	-3	0	1.9
CCOC(=O)c1cnn(-c2nc3c(C)cccc3s2)c1C	5	18	-7	5	0.4	3	-8	-3	4	3.3
CC1=NOC(=O)/C1=C\c1ccc(-c2ccccc2Br)o1	-1	-20	-10	-19	0.2	24	3	23	1	2.4
COc1ccc(Br)cc1CNC(=O)CCCc1cn(C)c2ccccc12	-32	11	-1	6	1.7	4	-1	-6	-9	-5.0
COc1ccc(CN2CCNC(=O)C2CC(=O)NC2CCCCCC2)c(F)c1 (stereo not drawn)	0	6	-6	1	-0.2	-5	-1	1	-4	2.7
O=C(NCc1ccccc1)Nc1cccn(Cc2ccccc2)c1=O	-3	-2	-52	2	0.4	0	5	5	-4	1.3

Quoted from the listing (9 entries):
SMILES	sPLA2-III inh	ASAP1 inh	ADAM10 inh	ARFGAP1 inh	proKLK7 act	rCAG binder	NPR2 activator	NPR1 activator	DDE Tn6 FP inh	GAA850 FXN act
Cc1ccc(-c2csc(N3CCC(NS(=O)(=O)c4ccc5c(c4)OCCO5)CC3)n2)cc1	-1	15	24*	8	-0.9	14	-4	1	-3	-0.3
O=C1CC(N2CCC(O)(c3ccc(Cl)cc3)CC2)C(=O)N1Cc1ccc(N2CCCC2=O)cc1 (stereo not drawn)	-7	-7	2	-8	1.1	-7	1	1	4	-0.3
CCOc1cc(S(=O)(=O)N(CC)CC)ccc1Cl	-1	5	1	8	0.3	-5	2	4	-4	0.6
COc1ccccc1CNC(=O)CN1C(=O)NC(C)(c2ccc(C)cc2)C1=O (stereo not drawn)	2	0	7	4	0.0	0	1	1	-1	-0.1
O=C1CC(NNc2ccccc2)C(=O)N1c1cccc(Cl)c1 (stereo not drawn)	-23	-4	-6	3	-0.4	17	-4	-6	9	0.1
CC1=C(C(=O)OCc2ccccc2)C(c2cccnc2)n2nnnc2N1 (stereo not drawn)	1	-2	-4	-4	0.1	-6	-4	-1	1	0.9
CCOC(=O)N1CCC(N2Cc3cccc(C(=O)N4CCN(c5cccc(Cl)c5)CC4)c3C2=O)CC1	-2	-2	-6	13	-0.2	-4	3	4	-3	1.4
CC(C(=O)Nc1ccccc1)N(C)Cc1cccs1 (stereo not drawn)	-1	3	-6	-10	0.0	1	5	4	6	-0.9
CCN(CC)S(=O)(=O)c1cc(C(=O)N=c2sccn2C)ccc1OC	3	2	-7	21	0.5	-3	9	-1	1	0.1

Additional compounds.
SMILES	sPLA2-III inh	ASAP1 inh	ADAM10 inh	ARFGAP1 inh	proKLK7 act	rCAG binder	NPR2 activator	NPR1 activator	DDE Tn6 FP inh	GAA850 FXN act
Cc1cc(NC(=O)c2ccc3nc(-c4ccccc4)c(-c4ccccc4)nc3c2)no1	2	-8	-28	-4	-0.3	2	-5	-6	4	-1.4
Cc1ccccc1OCC(=O)NN1CCN(C)CC1	5	-11	-7	3	-0.7	-2	7	3	-2	-0.3
CC(=O)NC(CC(=O)N1CCN(C(C)=O)CC1)c1ccccc1 (stereo not drawn)	3	5	-11	-2	-0.9	-5	6	3	2	0.5
CC(=O)c1sc(NC(=O)CS(=O)(=O)c2ccccc2)nc1-c1ccccc1	-32	-6	2	4	0.4	18	-14	-3	-1	0.0
COC(=O)c1nn(-c2ccc(OC)cc2)c(=O)cc1NN	5	-7	4	-4	0.2	7	-3	0	6	2.4
CCN(CC)S(=O)(=O)c1ccc(Cl)c(NC(=O)COc2ccccc2[N+](=O)[O-])c1	-7	-9	11	7	0.1	4	7	0	1	-1.5
Nc1ncn(C(=S)Nc2ccccc2)n1	-7	-3	-8	0	-0.6	3	-2	-1	7	2.5
CC(C)C(NC(=O)c1cccnc1)C(=O)O (stereo not drawn)	0	-6	4	0	-1.1	1	-1	4	-3	-0.1
Cc1oc(C(C)(C)C)cc1C(=O)N1CCN(c2ccc(C(F)(F)F)cn2)CC1	15	4	0	6	-0.3	-2	4	5	1	1.7
O=C(NCc1ccncc1)[C@@H]1CCCN1C(=O)[C@@H]1CCCN1	3	-4	-13	2	-0.2	1	-1	2	6	nt
Cc1ccc(Nc2cnn(C34CC5CC(CC(CC(=O)O)(C5)C3)C4)c(=O)c2Cl)cc1C	4	-13	6	0	0.0	9	4	-4	-9	0.7
O=C(Nc1ccccc1N1CCCC1)c1cccnc1	4	3	0	-4	-0.4	-1	3	3	2	-2.4
COc1cc(C(=O)NCC2CCCO2)cc(Br)c1OCc1ccccc1 (stereo not drawn)	8	-8	-10	-6	0.2	-7	26	14	-1	1.6
CCNc1nc(C(=O)O)nc(N2CCOCC2)n1	6	-11	-8	-5	0.1	-2	5	0	-5	-0.8
CCOc1ccc(-n2ccn(CC(=O)NCCc3ccccc3)c(=O)c2=O)cc1	-1	-3	-3	11	0.0	-2	-1	1	3	0.5
CCn1cc(C(=O)NC(=S)Nc2sc3c(c2C(=O)OC)CCCCCC3)cn1	6	-11	-7	11	-0.1	-2	2	0	7	-0.1
Cc1ccc(CNC(=O)CCNS(=O)(=O)c2ccc3c(c2)c(=O)n(C)c(=O)n3C)cc1	-1	3	-4	13	0.7	-1	1	-4	0	0.7
C=CCn1c(SCC(=O)O)nnc1-c1cccs1	-2	-11	-2	-2	-0.3	0	0	0	6	1.2
CCOC(=O)Cc1csc(N(C)C)n1	1	-13	8	1	0.8	-5	1	3	0	-2.1
CC1(C(=O)O)CCC(C(N)=O)C1(C)C (stereo not drawn)	0	12	2	-2	0.1	0	0	2	5	1.0
O=C(Nc1c2c(nn1-c1cccc(Cl)c1)CS(=O)(=O)C2)c1ccco1	0	-9	1	-6	-0.3	9	-10	-14	5	3.9
CCS(=O)(=O)N1Cc2ccccc2CC1C(=O)N(C)CC(=O)Nc1cccc(F)c1 (stereo not drawn)	-4	3	-4	-2	-0.6	3	3	6	0	1.6
CCOC(=O)C1CCCN(C(=O)/C=C/c2cc(OC)c(OC)c(OC)c2)C1 (stereo not drawn)	-4	-9	-44	1	0.7	-1	-2	2	-3	2.3
CC(C)Cn1c(-c2ccc(C#N)cc2)nc2c1c(=O)[nH]c(=O)n2CC(C)C	-2	3	i	-9	18*	-7	-5	-4	-4	0.1
COC(=O)c1cccc(NS(=O)(=O)c2ccc(NC(C)=O)cc2)c1C	-6	-3	-1	-3	0.1	-1	2	2	8	-2.2

Some of these compounds in order of their number in ADAM10 inh, low to high.
molecule,ADAM10 inh
O=C(Nc1ccccc1N1CCCC1)c1cccnc1,0
Cc1ccc(Nc2cnn(C34CC5CC(CC(CC(=O)O)(C5)C3)C4)c(=O)c2Cl)cc1C,6
CCOC(=O)Cc1csc(N(C)C)n1,8

(continued)
SMILES	sPLA2-III inh	ASAP1 inh	ADAM10 inh	ARFGAP1 inh	proKLK7 act	rCAG binder	NPR2 activator	NPR1 activator	DDE Tn6 FP inh	GAA850 FXN act
Cc1cc(C)cc(OCC(=O)NNC(=O)c2cc3ccccc3o2)c1	-12	8	-3	-6	0.1	1	1	1	0	0.0
O=C(CNC(=O)c1cccc(F)c1)OCC(=O)N1CCCc2ccccc21	5	10	0	-5	0.1	1	-6	0	-10	0.2
CN1CCN(c2ccc(NC(=O)c3ccc(-c4ccccc4F)o3)cc2)CC1	5	10	-4	10	0.1	1	3	4	8	4.3
CCOC(=O)CSc1nnc2cc(C)c3ccccc3n12	2	18	-4	3	1.8	-1	-1	2	5	1.0
COc1ccc(S(=O)(=O)N2CCN(c3ccccc3)CC2)cc1OC	9	-2	1	2	0.4	-1	-2	-6	-7	3.1
CCOc1ccc(NC(=O)COC(=O)c2cc(S(=O)(=O)N3CCCC3)ccc2C)cc1	-33	4	5	11	0.3	2	-1	6	-5	-1.1
Nc1nc(Nc2ccc(Cl)cc2)nc(NCCO)c1[N+](=O)[O-]	-1	3	2	-6	0.1	1	-10	-8	-1	2.3
O=C(c1cc(=O)c2ccccc2o1)N1CCN(c2ccccc2)CC1	4	-4	4	-11	0.4	-6	-1	0	-4	-1.0
